GPR55 activation – GPR55 agonists via beta-arrestin recruitment, primary screen, imaging, U2OS cells, beta-arrestin-GFP redistribution (AID 1961). G-protein coupled receptor 55 (Homo sapiens). U2OS GPR55 beta-arrestin-GFP redistribution imaging; higher % means a stronger effect. activation, % at 10 µM; hits with a dose series show EC50 in µM. 290,000 compounds, 0.048% hits;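 active = activation above 40% with more than 50 cells counted in the well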;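 also: U2OS osteosarcoma cells stably expressing GPR55 and beta-arrestin-GFP; plate controls were DMSO negative control for no effect and LPI positive control for full effect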
GPR55 antagonists – GPR55 antagonists blocking LPI-driven arrestin recruitment, primary screen, imaging, U2OS, beta-arrestin-GFP, LPI agonist (AID 2013). U2OS GPR55 beta-arrestin-GFP translocation imaging, LPI antagonism; higher % means a stronger effect. inhibition, % at 10 µM, or IC50 in µM where a hit was titrated. 290,000 compounds, 0.13% hits;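 active = spots per cell inhibited over 60%, with over 100 cells counted and total cytoplasm intensity under 500,000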;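 also: U2OS cells stably carrying GPR55 and arrestin-GFP stimulated by 5 µM LPI near EC80; imaged beta-arrestin-GFP aggregate spots per cell after agonist stimulation; plate controls were LPI-stimulated DMSO wells for no effect and DMSO wells without LPI for full effect; some results filed as inactive read as strong as hits; confirmed hits need IC50 under 10 µM and bright autofluorescent wells are also inconclusive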
NS5 inhibitors – Dengue-2 NS5 methyltransferase inhibitors, primary screen, biochemical, confirmation dose response (AID 588689). Dengue-2 NS5 methyltransferase capping enzyme assay, biochemical; higher % means a stronger effect. Genome polyprotein (Dengue virus type 2 (strain 16681-PDK53)). 340,000 compounds, 0.3% hits. inhibition, % at 25 µM; hits with a dose series show IC50 in µM; in the data active = a potency from the dose series
HIV fusion peptide – inhibitors of HIV fusion peptide binding, primary screen, biochemical, uHTS, fluorescence dequenching (AID 1986) | 290,000 compounds, 0.3% hits | cell-free peptide binding, fluorescence dequenching, 30 min; higher % means a stronger effect | inhibition, % at 20 µM, or IC50 in µM where a hit was titrated; in the data active = inhibition mostly above about 52%, no sharp cut-off; inactive = mostly below about 76%; also: some results filed as inactive read as strong as hits
Siah-1 displacement – Siah-1 peptide-binding antagonists, primary screen, biochemical, fluorescence polarization, rhodamine-plectin, uHTS (AID 1817); E3 ubiquitin-protein ligase SIAH1 (Homo sapiens); Siah-1 / rhodamine-plectin peptide fluorescence polarization; higher % means a stronger effect; displacement, % at 20 µM, or IC50 in µM where a hit was titrated; 290,000 compounds, 0.02% hits;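 active = displacement of at least 50% at 20 µM, with a fluorescence ratio check between 0.3 and a set limit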;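 also: plate controls were Siah plus tracer with DMSO for no effect and tracer alone without Siah for full effect; strong numbers were not always called active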
AID2073 – inhibitors of Mint1-CaV2.2 protein interaction, biochemical, HTRF (AID 2073). Voltage-dependent N-type calcium channel subunit alpha-1B (Homo sapiens). HTRF protein-protein interaction, Mint1-CaV2.2; higher % means a stronger effect. inhibition, % at 20 µM; hits with a dose series show IC50 in µM. 290,000 compounds, 0.19% hits; in the data active = inhibition mostly above about 51%, no sharp cut-off; also: some results filed as inactive read as strong as hits
UTI89 phage lysis – inhibition of K1F phage lysis, E. coli UTI89, bacterial capsule biogenesis inhibitors, alamar blue (AID 488966) | inhibition, % at 100 µM; hits with a dose series show IC50 in µM | E. coli UTI89 K1F phage lysis, alamar blue, 2 h; higher % means a stronger effect | 340,000 compounds, 0.02% hits;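 active = phage lysis inhibition, versus mean bacterial control, above a set limit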;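 also: capsule biogenesis inhibitors block K1F phage lysis so surviving cells raise fluorescence; higher fluorescence means more inhibition of phage lysis; actives were called in the ten point dose series up to 300 µM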
NTR1 ag – agonists of NTR1, primary screen, imaging, U2OS cells, beta-arrestin-GFP, high content (AID 493036) | Neurotensin receptor type 1 (Homo sapiens), P30989 | NTR1-U2OS beta-arrestin-GFP spot imaging, agonist mode | activation, % at 20 µM | 330,000 compounds, 0.17% hits;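 active = activation at or above 40% of the spot to cytoplasm intensity ratio, with at least 20 cells analyzed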;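 also: 0% = DMSO without peptide and 100% = 100 nM NTR1 peptide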
Target sequence (P30989 whole entry, looked up): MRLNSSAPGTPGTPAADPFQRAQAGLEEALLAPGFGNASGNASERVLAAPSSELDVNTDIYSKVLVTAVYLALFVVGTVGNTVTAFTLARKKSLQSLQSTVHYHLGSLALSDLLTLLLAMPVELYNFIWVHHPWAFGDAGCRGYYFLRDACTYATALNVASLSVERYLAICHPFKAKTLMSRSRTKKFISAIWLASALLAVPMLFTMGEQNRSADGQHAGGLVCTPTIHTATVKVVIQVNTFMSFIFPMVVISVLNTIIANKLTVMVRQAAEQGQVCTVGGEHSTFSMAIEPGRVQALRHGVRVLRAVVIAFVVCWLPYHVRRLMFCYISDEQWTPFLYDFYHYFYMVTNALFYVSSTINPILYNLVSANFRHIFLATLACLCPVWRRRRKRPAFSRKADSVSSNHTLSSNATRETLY
GPR35 antagonists – GPR35 antagonists blocking zaprinast-driven arrestin recruitment, primary screen, imaging, U2OS, beta-arrestin-GFP, zaprinast agonist (AID 2058); G-protein coupled receptor 35 (Homo sapiens); U2OS GPR35 beta-arrestin-GFP translocation imaging, zaprinast antagonism; higher % means a stronger effect; inhibition, % at 10 µM; hits with a dose series show IC50 in µM; 290,000 compounds, 0.052% hits;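 active = inhibition of at least 50% with at least 30 cells and total cytoplasm GFP at most 10,000,000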
NTR1 ag cell count 20 µM – recorded beside NTR1 ag, whose call it bears; cell count; measured here: cell count, cytotoxicity flag
NS5 inhibitors pilot replicate – second read-out of NS5 inhibitors, no call of its own (marks repeat the call); inhibition, %; measured here: pilot screen replicate inhibition
* = called active by the depositor; . = no result given; [ ] = another dose, or the depositor's remark. Not a hit list; any-hit rate near 1.2%.

SMILES	GPR55 activation	GPR55 antagonists	NS5 inhibitors	HIV fusion peptide	Siah-1 displacement	AID2073	UTI89 phage lysis	NTR1 ag	NTR1 ag cell count 20 µM	GPR35 antagonists	others
CCOc1ccccc1NC(=O)N1CCCN(c2ncccc2C#N)CC1	0.2%	4%	1%	-0.4%	10%	-3%	0.3%	-0.5	38	-11%
COC(=O)C1=C(N)c2c(F)cccc2C1(C#N)c1ccccc1 (stereo unspecified)	-0.1%	2.3µM*	7%	2.9%	-4%	6%	-0.1%	1.8	42	0%
O=C(OCC(=O)N1CCCc2ccccc21)c1cnc(Cl)c(Cl)c1	0.1%	54%	-5%	0.2%	0%	2%	0.1%	11	63	47%
C=CCN1C(=O)/C(=C/C(=O)OC)S/C1=N\NC(=O)c1ccccc1	-0.3%	-17%	.	-1.0%	-5%	3%	.	10	39	-12%
CSc1nc(=NC(C)=O)ss1	-0.1%	-3%	-2%	-2.3%	-2%	18%	-2.8%	3.5	67	12%
O=C(CNC(=O)c1ccccc1Cl)c1ccccc1	1.4%	5%	-4%	-0.5%	2%	10%	-0.2%	3.6	59	9%	NS5 inhibitors pilot replicate=0.6
O=C(Nc1nccs1)c1ccc(Cl)c([N+](=O)[O-])c1	-0.2%	-10%	-3%	1.1%	0%	-2%	0.2%	-1.4	59	2%	NS5 inhibitors pilot replicate=-3.9
O=C(COC(=O)c1ccc(Br)o1)Nc1nc2ccccc2s1	-0.2%	0%	-3%	-2.6%	-2%	0%	-0.2%	-0.7	68	-4%	NS5 inhibitors pilot replicate=-3.3
Nc1ccccc1C(=O)Nc1cccc(C(=O)O)c1	-0.1%	16%	0%	3.2%	4%	-1%	0.0%	-1.1	40	13%
COc1ccc(S(=O)(=O)N(CC(=O)NN=C2CCN(C)CC2)c2cc(Cl)ccc2OC)cc1OC	0.7%	14%	-10%	-1.2%	2%	10%	0.9%	-0.5	60	-1%
N#CC(=C=[N-])/C=C(\C(=O)c1ccccc1)[n+]1ccccc1	0.6%	8%	5%	0.0%	0%	0%	0.4%	3.0	54	-10%
Cc1ccc(C(=O)/C=C/c2cn(CC(O)CN3CCOCC3)c3ccccc23)cc1 (stereo unspecified)	0.5%	53%	-21%	5.0%	14%	3%	7.1%	.	.	3%
COc1ccccc1-n1c(SCC(=O)O)nc2c(sc(=S)n2-c2ccc(Cl)c(C)c2)c1=O	-0.1%	8%	5%	5.7%	4%	9%	-0.2%	0.5	91	-8%
O=C1CCC([N+](=O)[O-])C(c2ccc(Cl)cc2Cl)N1 (stereo unspecified)	0.3%	8%	-10%	0.5%	-2%	-8%	0.4%	1.5	46	28%
Cc1cc(OCc2cc(C(=O)N(C)C3CCOCC3)no2)cc(C)c1Cl	-0.1%	-5%	7%	-1.5%	-3%	8%	-0.1%	3.6	73	1%
COc1ccc(C(=O)OCC(=O)NCc2ccc3c(c2)OCO3)cc1[N+](=O)[O-]	0.7%	5%	-2%	0.7%	5%	-5%	8.9%	0.8	40	-17%
CCCCCOC(=O)C1=C(C)Nc2nnnn2C1c1ccc(OC)c(OC)c1OC (stereo unspecified)	-0.1%	32%	-6%	-3.3%	2%	-1%	6.0%	0.9	85	-6%
O=C(NCc1ccco1)C1CCCN1C(=O)Nc1ccccc1 (stereo unspecified)	-0.6%	6%	-2%	1.5%	4%	29%	-0.2%	-0.6	44	3%
CCN1CCN(c2ccc(S(=O)(=O)N3CCCCC3)cc2NC(=O)/C=C/c2cccc(OC)c2OC)CC1	-0.1%	-9%	4%	-0.2%	-10%	20%	0.5%[50 µM]	12	50	5%
CCOC(=O)c1[nH]c2ccccc2c1NC(=O)COC	0.4%	8%	-6%	-1.0%	2%	-2%	0.1%	3.6	45	19%
Cc1ccc(Sc2ncccc2C(=O)O)c(C)c1	-0.8%	4%	-4%	-1.1%	-4%	1%	-5.0%	1.0	39	-5%
CC1CN(C(=O)c2cccc(S(=O)(=O)Nc3cc(Cl)ccc3Cl)c2)CC(C)O1 (stereo unspecified)	0.4%	0%	-5%	1.4%	4%	12%	0.2%	0.6	43	-1%
CC(C)(O)C(=O)NNC(=S)Nc1cccc(C(F)(F)F)c1	0.2%	2%	-5%	-2.0%	-1%	1%	0.1%	1.3	45	-4%
COc1ccc(CNC(=O)[C@H](CCSC)NC(=O)N2CCn3c2nc2ccccc23)cc1	-0.2%	20%	-3%	1.5%	2%	4%	0.1%	1.4	66	6%
COc1cc(C(=O)N(Cc2cc3ccccc3[nH]c2=O)CC2CCCO2)cc(OC)c1OC (stereo unspecified)	0.2%	9%	-7%	-2.1%	-1%	5%	0.8%	-1.4	74	6%	NS5 inhibitors pilot replicate=-2.4

Continued, overlapping the part above by 7 compounds.
SMILES	GPR55 activation	GPR55 antagonists	NS5 inhibitors	HIV fusion peptide	Siah-1 displacement	AID2073	UTI89 phage lysis	NTR1 ag	NTR1 ag cell count 20 µM	GPR35 antagonists	others
CCN1CCN(c2ccc(S(=O)(=O)N3CCCCC3)cc2NC(=O)/C=C/c2cccc(OC)c2OC)CC1	-0.1%	-9%	4%	-0.2%	-10%	20%	0.5%[50 µM]	12	50	5%
CCOC(=O)c1[nH]c2ccccc2c1NC(=O)COC	0.4%	8%	-6%	-1.0%	2%	-2%	0.1%	3.6	45	19%
Cc1ccc(Sc2ncccc2C(=O)O)c(C)c1	-0.8%	4%	-4%	-1.1%	-4%	1%	-5.0%	1.0	39	-5%
CC1CN(C(=O)c2cccc(S(=O)(=O)Nc3cc(Cl)ccc3Cl)c2)CC(C)O1 (stereo unspecified)	0.4%	0%	-5%	1.4%	4%	12%	0.2%	0.6	43	-1%
CC(C)(O)C(=O)NNC(=S)Nc1cccc(C(F)(F)F)c1	0.2%	2%	-5%	-2.0%	-1%	1%	0.1%	1.3	45	-4%
COc1ccc(CNC(=O)[C@H](CCSC)NC(=O)N2CCn3c2nc2ccccc23)cc1	-0.2%	20%	-3%	1.5%	2%	4%	0.1%	1.4	66	6%
COc1cc(C(=O)N(Cc2cc3ccccc3[nH]c2=O)CC2CCCO2)cc(OC)c1OC (stereo unspecified)	0.2%	9%	-7%	-2.1%	-1%	5%	0.8%	-1.4	74	6%	NS5 inhibitors pilot replicate=-2.4
Cn1nc(C(C)(C)C)cc1C(=O)NCc1ccc2c(c1)OCO2	-0.2%	9%	-3%	0.1%	-3%	2%	0.0%	1.5	54	3%
CCc1ccc(N2C(=O)CC(N3CCN(Cc4ccc5c(c4)OCO5)CC3)C2=O)cc1 (stereo unspecified)	0.2%	13%	-4%	-1.4%	3%	2%	0.1%	1.5	31	1%
CCN(CC)S(=O)(=O)c1ccc(NCCc2ccccn2)nc1	-0.2%	9%	-6%	-1.2%	1%	14%	-0.9%	1.5	62	11%
COCCCN1C(=O)c2[nH]nc(-c3cc(C)cc(C)c3O)c2C1c1ccc(O)c(OC)c1 (stereo unspecified)	-0.2%	-1%	-7%	2.2%	-3%	2%	0.5%	1.6	90	0%
O=C(NCc1cc([N+](=O)[O-])ccc1O)c1cc(-c2ccncc2)nc2ccccc12	0.0%	-4%	-1%	13%	0%	7%	-0.1%	1.0	67	-2%
CCC(C)Oc1nc2c(c(=O)n(C)c(=O)n2C)n1C (stereo unspecified)	0.6%	11%	-4%	2.5%	3%	6%	0.1%	0.0	83	-5%
Nc1nc2n(n1)C(c1cccc(Br)c1)CC(c1ccc(F)cc1)N2 (stereo unspecified)	0.0%	7%	-2%	-2.2%	-3%	9%	1.1%	9.5	49	-1%
CC(C(=O)N1CCCC1)N1CCN(c2ccccc2O)CC1 (stereo unspecified)	-0.5%	4%	1%	-2.2%	-1%	2%	0.5%	0.4	64	-3%
CCOC(=O)c1ccc(-n2ccnc2)c(NC(=O)c2cccc(Br)c2)c1	-0.2%	3%	-5%	2.3%	-3%	4%	1.1%[50 µM]	0.5	59	-3%
O=C(Nc1ccccc1)NC1CCCCNC1=O (stereo unspecified)	-0.1%	-1%	.	0.1%	10%	2%	.	0.1	42	5%
COc1ccc(S(=O)(=O)N2CCC(C(=O)O)(c3ccccc3)CC2)cc1	0.7%	-8%	.	3.0%	0%	-1%	0.2%	1.2	52	-1%
CCC1CCC2(CC1)SCC(=O)N2c1ccccc1 (stereo unspecified)	0.3%	5%	.	-0.7%	-3%	-9%	.	-0.6	47	12%
Cc1cccc(N2CCN(C(=O)CCCSc3nc4ccccc4[nH]3)CC2)c1C	-0.1%	9%	-2%	-1.2%	-2%	-9%	4.7%	4.6	84	13%
COc1ccccc1CCNC(=O)CSc1nnc2ccc(-c3cccnc3)nn12	0.2%	-1%	2%	-2.1%	-5%	18%	0.6%	-0.1	52	-3%
CCOC(=O)Cn1c(=O)oc2ccc(C)cc21	-0.1%	9%	-8%	-1.3%	-7%	-5%	0.5%	0.0	57	14%
O=C(CN1CCN(Cc2ccccc2)CC1)NCCc1ccccc1	0.3%	-9%	-1%	-0.8%	-4%	6%	0.4%	0.3	57	-2%
O=C(CCS(=O)(=O)c1ccc(Br)cc1)N1CCN(c2ccc(Cl)cc2)CC1	0.1%	21%	-14%	-0.9%	0%	-7%	6.5%	4.1	68	-17%
CCN1CCc2c(sc(NC(=O)c3ccc(S(=O)(=O)N4CC(C)OC(C)C4)cc3)c2C(N)=O)C1 (stereo unspecified)	0.8%	15%	-33%	0.1%	3%	12%	-0.1%	2.3	65	23%
Cc1noc(C)c1S(=O)(=O)Nc1ccc(C(=O)NC2CCCCC2C)cc1 (stereo unspecified)	0.0%	-1%	-3%	-2.9%	8%	-2%	0.4%	-0.1	59	-1%
CCOC(=O)C1CCN(Cc2nnc(-c3ccccc3C)o2)CC1	-0.2%	-3%	7%	-1.8%	-4%	23%	-0.1%	0.8	78	14%
COc1ccc2c(c1)c(C(=O)N/N=C/c1ccccc1Cl)c(C)n2C	-0.3%	-16%	2%	0.9%	2%	3%	0.0%	1.0	58	16%
CCOc1ccccc1NC(=O)C(CC)Sc1nc2ccncc2[nH]1 (stereo unspecified)	-0.1%	-8%	1%	0.0%	3%	-10%	-0.2%	1.0	53	2%
